DAX1 inh-1: DAX1 (NR0B1) inhibitors, primary screen, cell-based, HEK293, Gal4-DAX1, luciferase luminescence | inhibition, % at 6.75 µM | 340,000 compounds, 0.99% hits | AID 504766, 2011 | Nuclear receptor subfamily 0 group B member 1 (Homo sapiens), P51843 | HEK293 Gal4-DAX1 luciferase reporter;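 active = inhibition above the mean over all tested compounds plus 3 SD, cut at about 4.2% in these data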;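 note: 0% = DAX1-transfected cells with DMSO and 100% = empty-vector control cells with DMSO; inhibition shows as a rise in luminescence from relieved DAX1 repression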
DAX1 inh-2: DAX1 (NR0B1) inhibitors on StAR promoter, primary screen, cell-based, luminescence, SF-1 (NR5A1), full-length DAX-1 | HEK293T StAR-luciferase reporter, SF-1/DAX-1 repression relief | inhibition, % at 6.8 µM | 370,000 compounds, 1.1% hits | AID 652010, 2013;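 active = inhibition above the mean over all tested compounds plus 3 SD, cut at about 3.6% in these data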;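 note: 0% = DAX-1 cells with DMSO and 100% = cells lacking DAX-1 with DMSO; higher inhibition means more luminescence from relief of DAX-1 repression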
GC-B act: human GC-B receptor activators, primary screen, HEK293 GC-B cells, cGMP TR-FRET, EC30 CNP; 370,000 compounds, 0.11% hits; 0% at EC30 CNP, 100% saturating CNP; AID 1920062, 2024; activation, % at 10 µM; Atrial natriuretic peptide receptor 2 (Homo sapiens), P20594;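 active = activation at 10 µM reaching about 35% in either raw or pattern-adjusted values, limit read from the data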
Target sequence (P20594 whole entry, looked up): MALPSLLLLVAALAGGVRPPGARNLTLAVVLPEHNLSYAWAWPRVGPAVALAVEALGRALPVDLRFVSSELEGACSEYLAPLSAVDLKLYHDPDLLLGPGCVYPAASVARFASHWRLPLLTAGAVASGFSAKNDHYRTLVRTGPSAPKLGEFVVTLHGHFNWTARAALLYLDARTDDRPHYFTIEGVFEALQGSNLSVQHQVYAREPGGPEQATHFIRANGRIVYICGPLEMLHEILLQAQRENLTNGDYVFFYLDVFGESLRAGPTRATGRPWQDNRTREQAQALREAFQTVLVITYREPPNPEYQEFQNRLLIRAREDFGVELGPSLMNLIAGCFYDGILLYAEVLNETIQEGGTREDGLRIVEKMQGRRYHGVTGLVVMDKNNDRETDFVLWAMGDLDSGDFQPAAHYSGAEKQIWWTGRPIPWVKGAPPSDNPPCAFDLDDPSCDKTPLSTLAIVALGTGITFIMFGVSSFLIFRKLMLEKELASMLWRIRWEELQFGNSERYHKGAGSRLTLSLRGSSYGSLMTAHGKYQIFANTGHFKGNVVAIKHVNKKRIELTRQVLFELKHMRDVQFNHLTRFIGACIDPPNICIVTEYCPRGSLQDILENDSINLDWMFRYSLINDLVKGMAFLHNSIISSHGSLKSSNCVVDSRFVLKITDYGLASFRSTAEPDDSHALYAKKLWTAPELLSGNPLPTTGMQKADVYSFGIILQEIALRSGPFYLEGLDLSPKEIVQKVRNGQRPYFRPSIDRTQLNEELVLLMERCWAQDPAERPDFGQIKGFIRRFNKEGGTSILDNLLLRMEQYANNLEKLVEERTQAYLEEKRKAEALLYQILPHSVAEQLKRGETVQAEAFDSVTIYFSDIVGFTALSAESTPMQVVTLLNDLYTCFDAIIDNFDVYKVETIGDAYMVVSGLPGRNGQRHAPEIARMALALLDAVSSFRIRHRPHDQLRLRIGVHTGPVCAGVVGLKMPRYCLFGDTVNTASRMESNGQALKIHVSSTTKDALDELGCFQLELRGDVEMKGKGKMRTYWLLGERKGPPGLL
hgDAF-12 ag: H. glycines DAF-12 receptor agonists, primary screen, cell-based, luminescence, HEK293, GAL4 fusion, UAS-luciferase. Nuclear hormone receptor DAF-12 (Heterodera glycines), GAL4 fusion. HEK293 GAL4-hgDAF12 UAS-luciferase reporter, agonist luminescence; normalized to butyrate control. activation, % at 6.8 µM. 370,000 compounds, 1.8% hits;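 active = activation above a cutoff set at the mean of all screened compounds plus 3 SD, cut at about 10% in these data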;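 note: 0% = DMSO wells and 100% = sodium butyrate wells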
hcDAF-12 act: H. contortus DAF-12 nuclear receptor activators, primary screen, cell-based, luminescence, HEK293, lit1-tk-luc reporter; HEK293 hcDAF-12 lit1-tk-luc reporter; 0% DMSO, 100% Δ7-dafachronic acid; activation, % at 6.8 µM; 370,000 compounds, 1.4% hits; AID 652067, 2013;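 active = activation above the mean of all tested compounds plus 3 SD, cut at about 5.5% in these data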;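 note: 100% = response to 3 µM Δ7-dafachronic acid high control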
GC-A act: GC-A stimulated cGMP production enhancers – HEK293 GC-A cells, cGMP TR-FRET, EC30 ANP, primary screen; Atrial natriuretic peptide receptor 1 (Homo sapiens), P16066; 0% at EC30 ANP, 100% saturating ANP; activation, % at 10 µM; 370,000 compounds, 0.14% hits; in the data active = activation above about 40%
ssDAF12 agonist: S. stercoralis DAF-12 nuclear receptor activators, primary screen, cell-based, luminescence, HEK293, GRIP1 co-expression, lit1-tk-luc | HEK293 ssDAF-12/GRIP1 lit1-tk-luc reporter; % of 3 µM dafachronic acid response | 370,000 compounds, 1% hits | Nuclear hormone receptor DAF-12 (Strongyloides stercoralis) | activation, % at 6.8 µM;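 active = activation above the mean over all tested compounds plus 3 SD, cut at about 0.9% in these data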;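 note: 0% = DMSO-only wells and 100% = 3 µM delta7-dafachronic acid wells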
proKLK7 act: proKLK7 zymogen activators, primary screen, biochemical, fluorescence intensity; Kallikrein-7 (Homo sapiens), P49862; purified proKLK7, EDANS-DABCYL substrate fluorescence; 100% is mature enzyme control, 0% vehicle; activation, % at 7 µM; 370,000 compounds, 0.9% hits; AID 652039, 2013;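 active = activation above the mean of all tested compounds plus 3 SD, computed per campaign excluding outliers beyond control limits, cut at about 13% in these data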
SMARCA2 activ: SMARCA2 (BRM) function activators, primary screen, cell-based, luminescence, high throughput. MG213 cells, MMTV-luciferase reporter, dexamethasone, overnight. activation, % at 9.1 µM. 370,000 compounds, 1% hits; in the data active = activation above about 7.8%;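 note: 0% = vehicle wells and 100% = reference activator wells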
GAA850 FXN act: FXN promoter activators, primary screen, cell-based, luciferase luminescence, HEK293 lucGAA850; 360,000 compounds, 0.56% hits; HEK293 lucGAA850 FXN promoter luciferase reporter, 24 h; percent of 10 µM SAHA response; activation, % at 6 µM;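 active = activation above the average of all compounds screened plus 3 SD, cutoff fixed separately per campaign, cut at about 7.5% in these data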;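 note: 0% = DMSO wells and 100% = 10 µM SAHA wells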
sPLA2-III inh: human group III sPLA2 inhibitors, primary screen, biochemical, QFRET, BODIPY PC-A2 liposome substrate; Group 3 secretory phospholipase A2 (Homo sapiens), Q9NZ20; QFRET BODIPY PC-A2 liposome hydrolysis, fluorescence; inhibition, % at 12.2 µM; 370,000 compounds, 0.56% hits; AID 743126, 2013;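 active = inhibition above mean plus 3 SD of compounds lying within the high and low control bounds, cut at about 19% in these data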;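 note: 0% = median of test compound wells and 100% = no enzyme DMSO wells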
Numbers without * were called inactive; x = no result given. Compounds were not picked by outcome; about 6.7% have a hit in one of these screens.

SMILES | DAX1 inh-1 | DAX1 inh-2 | GC-B act | hgDAF-12 ag | hcDAF-12 act | GC-A act | ssDAF12 agonist | proKLK7 act | SMARCA2 activ | GAA850 FXN act | sPLA2-III inh
Cc1ccc(S(=O)(=O)c2cc3c(=O)n4ccccc4nc3n(CC3CCCO3)c2=N)cc1C (stereo unspecified) | -0.9 | -0.4 | -1 | -1.7 | 1.4 | 3 | -0.8 | -2.8 | -5 | -1.3 | 19
CCC(CC)C(=O)Nc1cccc(C(=O)N2CCCCCC2)c1 | -0.1 | 0.5 | 2 | 2.3 | -0.6 | 5 | -0.7 | -0.1 | 0 | -1.2 | 5
O=Cc1cc2ccccc2nc1SCCCF | 0.9 | 0.8 | 4 | -1.3 | 3.9 | -3 | -1.0 | 0.4 | -3 | 2.5 | 3
Cc1cc2cc(C)c(SCC(=O)NCc3ccco3)nc2cc1C | 1.6 | 0.2 | 3 | 1.3 | -0.3 | -4 | -1.1 | 0.0 | 1 | 1.2 | -1
COC(=O)c1ccccc1OCC(=O)NC1CCCCC1 | 0.1 | -0.4 | -4 | 3.8 | -0.3 | 4 | -0.6 | -0.2 | -1 | 2.1 | 0
COC(=O)c1ccc(COc2c(F)c(F)cc(F)c2F)o1 | -1.4 | 0.0 | 5 | -2.8 | -0.5 | 5 | -1.7 | 0.0 | -1 | 2.4 | 7
CCC1S/C(=N/C(=O)NC2CCCCC2)NC1=O (stereo unspecified) | -0.7 | 0.2 | 1 | 4.6 | 3.2 | 0 | -1.3 | 0.3 | -4 | 3.5 | 2
CCCCCC(=O)N1C[C@@H](n2cc(COC(=O)c3ccccc3)nn2)[C@H](O)C[C@@H]1c1ccc(Cl)cc1 | 0.6 | 0.7 | -15 | 1.2 | -1.4 | -22 | -1.9 | -0.2 | -1 | -0.9 | -14
COC(=O)c1ccc(NC(=O)CCS(=O)(=O)c2ccc3c(c2)NC(=O)C(C)S3)cc1 (stereo unspecified) | -0.2 | 0.1 | -6 | 3.5 | 1.6 | 0 | 0.1 | -0.4 | -3 | -2.2 | -21
OCCCNc1ncnc2sc(-c3ccccc3)cc12 | -1.9 | 0.1 | -1 | -1.0 | -2.1 | -3 | -1.2 | 0.6 | -1 | 0.0 | 0
O=C(Nc1ccccc1)OCC1COC(c2ccccc2)(c2ccccc2)O1 (stereo unspecified) | -0.2 | -1.1 | -1 | 1.2 | 1.2 | 2 | -0.9 | 0.2 | 3 | 1.5 | -18
O=C(NC1CCCCC1)C(c1ccc(F)cc1)N(Cc1ccco1)C(=O)Cn1nnc2ccccc21 (stereo unspecified) | -1.1 | -0.7 | 4 | 0.4 | -1.5 | -1 | -1.5 | 0.6 | -3 | -3.5 | -4
CN1C(=O)[C@@](O)(CC(=O)c2ccccc2)c2cc(Br)ccc21 | x | 0.0 | 5 | 2.1 | 1.5 | 4 | 0.3 | -0.2 | -4 | x | 1
Cc1c(NC(=O)C(C)OC(=O)COc2ccccc2)c(=O)n(-c2ccccc2)n1C (stereo unspecified) | -0.5 | 0.6 | 2 | -0.3 | -0.9 | 3 | -1.3 | -0.1 | 2 | 2.3 | 0
Nc1cccnc1Sc1ccc([N+](=O)[O-])cn1 | 0.5 | -0.8 | -3 | 1.2 | -1.6 | -2 | -1.6 | 0.2 | 1 | 1.8 | 6
COc1cc(CN2CCCCC2)ccc1OCc1ccccc1 | -0.6 | 0.4 | -2 | 6.6 | 1.8 | 4 | -0.7 | -0.3 | 1 | 3.8 | -3
NC(=O)c1nsc(C(=O)N(c2ccccc2)C(C(=O)NC2CCCC2)c2ccc3ncccc3c2)c1N (stereo unspecified) | -0.4 | -0.6 | -15 | -1.8 | 0.4 | -30 | -1.6 | -0.7 | -2 | -6.2 | -3
Cc1csc2nc(NC(=O)c3ccccc3)sc(=O)c12 | x | 0.1 | -4 | 2.2 | 2.6 | -2 | -0.4 | 0.4 | 3 | 0.7 | -3
Cc1ccccc1N1C(=O)CC2(CCCC2)CC1=O | -0.3 | 0.9 | 7 | 0.5 | -0.2 | 0 | 1.1* | 0.1 | -3 | -1.2 | -4
Cc1ccc(NC(=O)CCC(C(=O)O)N2C(=O)c3ccccc3C2=O)cc1 (stereo unspecified) | -0.8 | 0.5 | 8 | -0.5 | -0.2 | 2 | -1.3 | 0.5 | -2 | -0.2 | 5
COc1cc2ccccc2cc1C(=O)Nc1ccc(NC(=O)c2cccs2)cc1 | -2.9 | -1.0 | 4 | -6.6 | -4.4 | -2 | -1.8 | -12 | 4 | -0.5 | -19
CCn1cc(CNC(=O)c2ccc3nc(Cc4ccc(OC)cc4)oc3c2)cn1 | -0.4 | -1.0 | -1 | -5.0 | -4.0 | 2 | -1.6 | -1.2 | -3 | -0.4 | -2
CCCC[C@@H]1CNC(=O)C(=O)N1CCCCC1CCCCC1 | x | 0.3 | 1 | -0.2 | -0.1 | 1 | -0.5 | -0.2 | 2 | x | -12
Cc1cc(=O)oc2cc(OCC(=O)OCC(=O)Nc3ccccc3C(C)C)ccc12 | 0.3 | -0.3 | -4 | -2.5 | -2.2 | -2 | -0.9 | 1.3 | 1 | -0.1 | -7
COc1ccc(NC(=O)C[C@H]2C(=O)N(C3CCCCC3)C[C@@H]2c2ccc(OC)cc2)cc1 | 0.7 | -1.3 | 4 | 3.1 | 0.0 | -4 | -1.1 | 0.2 | -5 | 1.2 | 7
Cc1ccccc1-n1c(SCc2ccccn2)nc2n[nH]c(C)c2c1=N | -1.2 | -0.1 | 5 | -5.3 | -3.2 | 7 | -2.0 | 0.2 | 2 | 6.5 | 5
CCN(CC)S(=O)(=O)c1ccc(=O)n(CC(=O)N2Cc3ccccc3CC2C(N)=O)c1 (stereo unspecified) | 1.6 | 0.2 | -4 | -0.7 | -1.3 | 2 | -1.4 | 0.0 | -1 | 3.9 | 1
COc1cccc(Oc2cncnc2-c2ccc(OC)cc2O)c1 | 0.4 | -0.6 | -11 | 0.1 | -1.3 | -2 | -1.7 | 0.1 | -4 | -2.4 | -1
COc1ccc(/C=C(/NC(=O)c2ccccc2OC)C(=O)Nc2ccc(C(=O)O)cc2)cc1 | 0.1 | 0.5 | -1 | -2.5 | -1.2 | -1 | -1.0 | 0.9 | -2 | -1.0 | -4
COc1ccc(C(=O)C(C)OC(=O)CNC(=O)C2CCCCC2)cc1 (stereo unspecified) | -0.2 | -0.6 | -6 | 0.5 | -0.6 | 2 | -0.6 | -0.7 | 4 | -1.8 | -4
CON(C)c1nc(Oc2ccc(=O)[nH]n2)nc(N(C)C)n1 | -0.4 | 0.4 | 2 | 9.3 | -1.9 | -6 | -1.6 | -1.0 | 0 | -0.6 | 10
COc1cc([C@@H]2CC=C(C(=O)O)[C@H](c3ccc(C)cc3)N2S(=O)(=O)c2ccc(C)cc2)cc(OC)c1OC | 0.7 | 0.2 | 2 | 0.1 | -0.7 | -1 | -0.4 | -0.4 | 0 | -0.4 | -3
Cc1occc1-c1nnc(SCC(=O)Nc2nccs2)n1CCc1ccccc1 | x | -1.4 | -9 | 0.8 | -1.8 | -8 | -1.4 | 0.0 | -4 | x | -21
COc1ccc(NC(=O)Cc2nnc(SCC(=O)NC3=NCCS3)n2C)cc1 | -0.6 | 0.0 | -6 | 1.3 | 0.3 | 0 | -0.8 | -0.7 | -2 | 0.7 | 0
CN(CC(=O)NCCc1ccc(F)cc1)CC(=O)Nc1ccc(F)c(F)c1F | -0.2 | -0.2 | -3 | -1.9 | -0.5 | 3 | -1.1 | 0.0 | -1 | 2.6 | 13
CCN(CC)S(=O)(=O)c1ccc(NS(=O)(=O)c2ccc3oc(=O)[nH]c3c2)cc1 | 0.1 | -0.1 | 0 | 2.7 | 1.2 | -3 | -0.8 | 0.1 | 0 | -0.8 | -16
Cc1ccc(C)c(S(=O)(=O)N2CCN(C(=O)c3ccc(C)s3)CC2)c1 | -1.0 | -1.3 | -2 | -1.9 | -1.0 | -4 | -1.3 | -0.1 | 1 | 0.6 | -14
Cc1ccc(NC(=O)c2sc3nc(N4CCOCC4)c4c(c3c2N)CC(C)(C)OC4)cc1 | 0.1 | 0.7 | 3 | 1.8 | 0.5 | 17 | -0.8 | -1.4 | 1 | 2.8 | 5
CCOC(=O)COc1ccc(Oc2nc(C)cc(OC)n2)nn1 | 1.7 | 0.8 | 4 | 2.2 | 2.1 | 2 | 0.3 | 0.9 | 7.8* | -0.1 | 1
CCNC(=O)CN(c1ccc(OC)c(OC)c1)S(=O)(=O)c1ccccc1 | -0.2 | -0.1 | 4 | -0.8 | 0.5 | 1 | -0.3 | -0.4 | -7 | 2.5 | 4

Some of these compounds in order of the proKLK7 act value, largest number first:
SMILES | proKLK7 act
Cc1ccccc1N1C(=O)CC2(CCCC2)CC1=O | 0.1
COC(=O)c1ccc(COc2c(F)c(F)cc(F)c2F)o1 | 0.0
COC(=O)c1ccc(NC(=O)CCS(=O)(=O)c2ccc3c(c2)NC(=O)C(C)S3)cc1 (stereo unspecified) | -0.4

Next records.
SMILES | DAX1 inh-1 | DAX1 inh-2 | GC-B act | hgDAF-12 ag | hcDAF-12 act | GC-A act | ssDAF12 agonist | proKLK7 act | SMARCA2 activ | GAA850 FXN act | sPLA2-III inh
Cc1ccccc1NC(=O)CN1C(=O)N/C(=C\c2ccc(N3CCOCC3)c(F)c2)C1=O | -0.1 | 0.1 | -4 | 4.0 | -0.3 | 0 | -1.6 | 0.2 | -3 | 1.2 | -11
c1cnc2ccc3c(c2c1)COCO3 | 0.1 | 1.5 | 3 | 1.1 | 2.0 | 2 | -0.9 | -0.4 | -4 | 1.2 | 1
COc1ccc(C(=O)NC(C)c2nnc(SCC(=O)NC3=NCCS3)n2C)cc1 (stereo unspecified) | -0.8 | 0.1 | -3 | 1.6 | -1.5 | 1 | -0.8 | 0.4 | 2 | 0.3 | 0
COc1ccc(S(=O)(=O)Nc2ccccn2)cc1 | 1.1 | -0.2 | 6 | 0.0 | -1.8 | 3 | -0.7 | 1.1 | 0 | 1.0 | 0
CCn1c(C)c(C)c2cc(C(=O)NCCCN3CCN(C)CC3)ccc21 | 0.5 | -0.2 | 1 | 0.9 | 0.1 | -4 | -1.1 | -0.7 | -2 | 2.5 | 5
O=C(NCCC1CCCCN1S(=O)(=O)c1cccs1)C(=O)Nc1ccc(F)cc1 (stereo unspecified) | 0.0 | 2.6 | 3 | 3.4 | 0.4 | 2 | -1.2 | 0.4 | 1 | -1.3 | -7

High-throughput results (PubChem BioAssay)
